Bioassay records (PubChem)
TR SRC2 fluor cs: alters Texas Red total fluorescence, flagging assay interference; TRb/SRC2 Texas Red total fluorescence interference; AID 1479; Potency, µM (top dose mostly 106 µM), for the others: at the highest dose fluorescence change, negative = quenching; hit rate 0.29% among 280,000; active means well fitted curve in either direction with a large enough effect; inconclusive means small, poorly fitted or top-dose-only effect; further: on the % scale 0 is the no-effect control and ±100 the full control effect
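Human TRb ligand-binding domain at 0.6 uM with 20 nM Texas Red SRC2 peptide in Tris buffer containing 1 uM T3 and 5% DMSO, incubated with compound 5 h at ambient temperature. Total fluorescence (555/632 nm) calculated as parallel + 2 × perpendicular.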
L3MBTL1 block: inhibitors of human L3MBTL1; AlphaScreen L3MBTL1–H3K9me1 peptide binding; hit rate 0.66% among 230,000; Potency, µM (top dose mostly 57.1 µM), for inactives: at the highest dose activity, negative = inhibition, actives largely listed as inhibitors; Q9Y468; AID 485360; further: on the % scale 0 is the no-effect control and ±100 the full control effect; nearly all actives have a fitted effect of over 60% in size
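AlphaScreen proximity signal between nickel-chelate acceptor and streptavidin donor beads (final 10 ug/mL) reports binding of 50 nM L3MBTL1 to 75 nM biotin-H3 K9me1 peptide; complex incubated with compounds 30 min at room temperature; cefsulodin titration as control.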
HTT ATP protect: protects HTT-Q103 PC12 cells, measured by ATP; PC12 HTT-Q103 induced, cytoprotection, ATP luminescence, 40 h; Potency, µM (doses to about 56.4 µM), for the others: cytoprotection (ATP increase), hits mostly activators; hit rate 0.14% among 230,000; AID 1471;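 further: % of control where 0% means no effect; nearly all actives have a fitted effect of over 45% in size; toxic huntingtin expression switched on by the ecdysone agonist tebufenozide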
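Huntington model: PC12 line, ecdysone-inducible HTTQ103 exon1–GFP, tebufenozide 100 nM. Test articles in a dose series. Endpoint luminescence from cellular ATP.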
Tau FP inhib: tau fibrillization inhibition (FP); hit rate 0.39% among 280,000; AID 1468; Potency, µM (titrated, usually from 57.7 µM), without a hit: top-dose activity, negative = inhibition, actives largely listed as inhibitors; K18 P301L tau heparin fibrillization, Alexa594 FP, 6 h; P10636; further: on the % scale 0 is the no-effect control and ±100 the full control effect; nearly all actives have a fitted effect of over 55% in size
Target sequence (P10636 561-689 P618L limits assumed): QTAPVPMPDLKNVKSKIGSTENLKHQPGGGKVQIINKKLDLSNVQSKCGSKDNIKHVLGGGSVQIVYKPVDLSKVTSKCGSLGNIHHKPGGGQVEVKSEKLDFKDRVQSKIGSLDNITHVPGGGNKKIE
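Human tau K18 […] P301L fragment, 15 uM unlabeled plus 0.24 uM Alexa 594-labeled tau (final), with compound and 20 uM heparin in 100 mM sodium acetate pH 7; 6 hr at 37 C, then Alexa 594 FP read.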
RECQ1 inh: blocks DNA unwinding by human RECQ1 | Potency, µM (top dose mostly 57.3 µM), inactives show top-dose activity, negative = inhibition, most hits filed as inhibitors | RECQ1 DNA unwinding, red fluorescence kinetic read | hit rate 0.54% among 240,000 | P46063;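 further: plate controls were vehicle for no effect and no enzyme for full effect; nearly all actives have a fitted effect of over 30% in size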
Target sequence (P46063 whole entry, looked up): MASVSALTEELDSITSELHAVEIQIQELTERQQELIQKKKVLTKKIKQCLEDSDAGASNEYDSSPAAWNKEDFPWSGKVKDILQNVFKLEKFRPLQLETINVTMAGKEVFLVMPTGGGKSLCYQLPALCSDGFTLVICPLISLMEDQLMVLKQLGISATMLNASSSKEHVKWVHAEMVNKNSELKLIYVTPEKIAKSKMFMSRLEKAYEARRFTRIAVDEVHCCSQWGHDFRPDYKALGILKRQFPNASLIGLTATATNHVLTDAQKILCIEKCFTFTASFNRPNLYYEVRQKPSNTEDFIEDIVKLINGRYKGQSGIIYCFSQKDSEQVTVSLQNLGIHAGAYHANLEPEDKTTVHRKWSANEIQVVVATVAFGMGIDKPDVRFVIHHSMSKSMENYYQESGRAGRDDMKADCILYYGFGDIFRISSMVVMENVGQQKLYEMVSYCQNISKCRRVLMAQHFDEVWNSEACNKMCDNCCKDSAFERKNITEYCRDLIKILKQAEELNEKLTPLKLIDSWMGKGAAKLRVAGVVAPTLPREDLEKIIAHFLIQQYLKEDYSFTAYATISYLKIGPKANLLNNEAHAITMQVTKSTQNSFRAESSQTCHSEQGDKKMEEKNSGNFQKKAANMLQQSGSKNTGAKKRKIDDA
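RECQ1T1 50 nM; forked duplex (20 bp + 30-nt ss tails) 200 nM, ATP 2 mM final; pH 8.0, 2 mM MgCl2, 2.5 ug/ml poly(dI-dC); 15 min compound preincubation; discontinuous kinetic read over 2 h at RT.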
Tau fluor counter: counter-screen for tau fibril formation inhibitors; AID 1463; hit rate 0.93% among 280,000; Potency, µM (series often up to 57.7 µM), for inactives: at the highest dose activity change, negative = decrease; tau K18 P301L Alexa594 fluorescence, heparin fibrillization; further: on the % scale 0 is the no-effect control and ±100 the full control effect; nearly all actives have a fitted effect of over 55% in size
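Human K18 P301L tau (15 uM unlabeled plus 0.24 uM Alexa 594-labeled, final) in 100 mM sodium acetate pH 7 was mixed with compound and 20 uM heparin and incubated 6 hr at 37 C.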
TRb-SRC2 inh: TRbeta-SRC2 interaction inhibition. Potency, µM (top dose mostly 106 µM), without a hit: at the top dose activity change, negative = inhibition, hits mostly inhibitors. hit rate 0.065% among 280,000. P10828. TRbeta-SRC2 peptide binding, fluorescence polarization; receptor liganded with 1 µM T3;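 further: plate controls were bound peptide for no effect and peptide without receptor for full effect; nearly all actives have a fitted effect of over 50% in size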
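Fluorescence polarization of 20 nM Texas Red SRC2 peptide (20-aa NR interaction domain) bound to 0.6 uM human TRb ligand-binding domain, with 1 uM T3, after 5 hr at ambient temperature; inhibition seen as decreased polarization.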
Tau ThT inhib: tau fibrillization inhibition (ThT binding); AID 1460; recombinant tau K18 P301L (four-repeat tau fragment), heparin-induced fibrillization, ThT fluorescence; Potency, µM (doses to about 57.4 µM), inactives show at the top dose activity, negative = inhibition, usual class: inhibitors; hit rate 2.1% among 270,000; further: on the % scale 0 is the no-effect control and ±100 the full control effect; nearly all actives have a fitted effect of over 55% in size
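K18 P301L tau (15 uM + 0.24 uM Alexa 594-tagged), heparin 20 uM, NaOAc pH 7, 6 h 37 C; ThT 30 uM, 1 h RT, ex 450/em 510 nm.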
An asterisk follows results filed as active; [ ] = remark or other dose. Unless noted, the call rests on the fitted dose curve; in most records, active means well fitted curve in the direction sought with a large enough effect; inconclusive means small, poorly fitted or top-dose-only effect, or another doubt; inactive means no such curve, though single readings can be large; an effect the other way counts as inactive or inconclusive. Potency means the concentration at half of the fitted maximal effect. This is a subset; rates above refer to the full screens.

For Cc1ccc(CN(Cc2ccc(C)o2)C(=S)NCC(=O)O)cc1 the results were TR SRC2 fluor cs 0%, L3MBTL1 block 9%, HTT ATP protect 15%[10 µM], Tau FP inhib 2%, RECQ1 inh -5%, Tau fluor counter 0%, TRb-SRC2 inh -3% and Tau ThT inhib -7%.
`Cn1c(Cn2c(=O)sc3ccccc32)nnc1SCC(=O)N1CCc2ccccc21` gave TR SRC2 fluor cs 0%, L3MBTL1 block 16%, HTT ATP protect 18%, Tau FP inhib -7%, RECQ1 inh -4%, Tau fluor counter -10%, TRb-SRC2 inh 5% and Tau ThT inhib -15%.
For COC(=O)COc1ccsc1C(=O)OC the results were TR SRC2 fluor cs 2%, L3MBTL1 block 0%, HTT ATP protect 32%, Tau FP inhib -10%, RECQ1 inh -9%, Tau fluor counter -4%, TRb-SRC2 inh 10% and Tau ThT inhib 5%.
`Cc1cc(/C=N/NC(=O)CC2(C)OCCO2)c(C)n1-c1cc(Cl)cc(Cl)c1` gave TR SRC2 fluor cs -3%, L3MBTL1 block -8%, HTT ATP protect 42%[1.9 µM], Tau FP inhib 6%, RECQ1 inh 1%, Tau fluor counter -11%, TRb-SRC2 inh -14% and Tau ThT inhib -15%.
`COc1ccc(NC(=O)c2cccn2-c2nnc(N3CCCCC3)s2)cc1` gave TR SRC2 fluor cs -2%, Tau FP inhib 17%, Tau fluor counter -12%, TRb-SRC2 inh -2% and Tau ThT inhib 1%.
Brc1cccc(-c2nnc3n2CCC3)c1 was read as TR SRC2 fluor cs -1%, L3MBTL1 block 6%, HTT ATP protect 23%, Tau FP inhib -5%, RECQ1 inh -6%, Tau fluor counter -3%, TRb-SRC2 inh 0% and Tau ThT inhib -2%.
Screening O=C(O)c1ccc(-c2cccc([N+](=O)[O-])c2)o1 returned TR SRC2 fluor cs -2%, L3MBTL1 block -12%, HTT ATP protect 18%[10 µM], Tau FP inhib 1%, RECQ1 inh 0%, Tau fluor counter 7%, TRb-SRC2 inh 1% and Tau ThT inhib -15%.
Screening Cc1nc2cc(Cl)ccc2n1-c1ccccc1 returned TR SRC2 fluor cs 1%, HTT ATP protect -9%, Tau FP inhib 2%, RECQ1 inh inactive, Tau fluor counter -2%, TRb-SRC2 inh -3% and Tau ThT inhib -6%.
For CN1C(=O)CSc2ccc(NC(=O)NCc3ccco3)cc21 the results were TR SRC2 fluor cs 0%, HTT ATP protect 0%, Tau FP inhib 18%, RECQ1 inh -4%, Tau fluor counter -26%, TRb-SRC2 inh -5% and Tau ThT inhib -24%.
Screening CCCC(c1nnnn1Cc1ccc(F)cc1)N1CCN(C)CC1 (configuration not stated) returned TR SRC2 fluor cs -2%, L3MBTL1 block -6%, HTT ATP protect -2%[10 µM], Tau FP inhib 1%, RECQ1 inh -19%, Tau fluor counter -1%, TRb-SRC2 inh 0% and Tau ThT inhib -4%.
COc1ccc(C(=O)c2cnc3ccccc3c2-c2ccccc2)cc1 was read as TR SRC2 fluor cs -3%, L3MBTL1 block -2%, HTT ATP protect -69%[inhibitor], Tau FP inhib 10%, RECQ1 inh -11%, Tau fluor counter -15%, TRb-SRC2 inh 1% and Tau ThT inhib -10%.
For Cc1cc(C)cc(-n2nnc(-c3nsc(NC(=O)c4ccccc4Cl)n3)c2C)c1 the results were TR SRC2 fluor cs -8%, Tau FP inhib 7%, Tau fluor counter -5%, TRb-SRC2 inh 5% and Tau ThT inhib inconclusive.
For CC(=O)N1CCCc2cc(S(=O)(=O)N3CCC(C(=O)NCc4ccccc4)CC3)ccc21 the results were TR SRC2 fluor cs -3%, Tau FP inhib 10%, Tau fluor counter -3%, TRb-SRC2 inh -4% and Tau ThT inhib -3%.
For Cc1cccc(C(=O)NCC(=O)OCC(=O)N2CCc3ccccc32)c1 the results were TR SRC2 fluor cs 0%, L3MBTL1 block 18%, HTT ATP protect -18%, Tau FP inhib -2%, RECQ1 inh 2%, Tau fluor counter -7%, TRb-SRC2 inh inconclusive and Tau ThT inhib -21%.
For COc1ccccc1/C=c1\sc2nc(-c3ccccc3OC)nn2c1=O the results were TR SRC2 fluor cs -1%, L3MBTL1 block -5%, HTT ATP protect 2%, Tau FP inhib -1%, RECQ1 inh -9%, Tau fluor counter -2%, TRb-SRC2 inh 1% and Tau ThT inhib -12%.

Sorted by SMILES length (falling): part of the list above.
`Cc1cc(/C=N/NC(=O)CC2(C)OCCO2)c(C)n1-c1cc(Cl)cc(Cl)c1` gave TR SRC2 fluor cs -3%, L3MBTL1 block -8%, HTT ATP protect 42%[1.9 µM], Tau FP inhib 6%, RECQ1 inh 1%, Tau fluor counter -11%, TRb-SRC2 inh -14% and Tau ThT inhib -15%.
For Cc1cc(C)cc(-n2nnc(-c3nsc(NC(=O)c4ccccc4Cl)n3)c2C)c1 the results were TR SRC2 fluor cs -8%, Tau FP inhib 7%, Tau fluor counter -5%, TRb-SRC2 inh 5% and Tau ThT inhib inconclusive.
For CN1C(=O)CSc2ccc(NC(=O)NCc3ccco3)cc21 the results were TR SRC2 fluor cs 0%, HTT ATP protect 0%, Tau FP inhib 18%, RECQ1 inh -4%, Tau fluor counter -26%, TRb-SRC2 inh -5% and Tau ThT inhib -24%.

Returning to the listing; the two compounds before the break are reprinted first.
For Cc1cccc(C(=O)NCC(=O)OCC(=O)N2CCc3ccccc32)c1 the results were TR SRC2 fluor cs 0%, L3MBTL1 block 18%, HTT ATP protect -18%, Tau FP inhib -2%, RECQ1 inh 2%, Tau fluor counter -7%, TRb-SRC2 inh inconclusive and Tau ThT inhib -21%.
For COc1ccccc1/C=c1\sc2nc(-c3ccccc3OC)nn2c1=O the results were TR SRC2 fluor cs -1%, L3MBTL1 block -5%, HTT ATP protect 2%, Tau FP inhib -1%, RECQ1 inh -9%, Tau fluor counter -2%, TRb-SRC2 inh 1% and Tau ThT inhib -12%.
Screening CSc1nc(N)nc(SCC(=O)C(C)(C)C)c1C#N returned TR SRC2 fluor cs -3%, HTT ATP protect -6%[10 µM], Tau FP inhib -6%, RECQ1 inh -1%, Tau fluor counter -23%, TRb-SRC2 inh 6% and Tau ThT inhib -17%.
Screening Cc1sc2nc(C(C)C)nc(SCC(=O)N3CCN(C(=O)c4ccco4)CC3)c2c1C returned TR SRC2 fluor cs 1%, L3MBTL1 block -5%, HTT ATP protect 0%, Tau FP inhib 0%, RECQ1 inh -4%, Tau fluor counter 5%, TRb-SRC2 inh 3% and Tau ThT inhib -5%.
For O=c1oc2ccccc2cc1-c1cn2cc(Cc3ccc(F)cc3)sc2n1 the results were TR SRC2 fluor cs 5%, Tau FP inhib -4%, Tau fluor counter -15%, TRb-SRC2 inh 7% and Tau ThT inhib -14%.
`Cn1nnc(C(O)CNCc2ccc(Cl)cc2)n1` (configuration not stated) gave TR SRC2 fluor cs 0%, HTT ATP protect -37%, Tau FP inhib 9%, RECQ1 inh -6%, Tau fluor counter 4%, TRb-SRC2 inh -2% and Tau ThT inhib 0%.
`Cc1nn(Cc2ccccc2Cl)c(C)c1C(=O)NCCN1C(=O)S/C(=C\c2ccccc2)C1=O` gave TR SRC2 fluor cs -2%, L3MBTL1 block 10%, Tau FP inhib -8%, RECQ1 inh -1%, Tau fluor counter -3%, TRb-SRC2 inh -2% and Tau ThT inhib -9%.
Screening Cc1ncc(C[n+]2csc(CCOC(=O)CC34CC5CC(CC(C5)C3)C4)c2C)c(N)n1 returned TR SRC2 fluor cs -3%, L3MBTL1 block 5%, HTT ATP protect 22%[10 µM], Tau FP inhib 1%, RECQ1 inh -1%, Tau fluor counter 4%, TRb-SRC2 inh 2% and Tau ThT inhib 2%.
COc1ccc(NC(=O)CSC2=NCCN2)cc1 was read as TR SRC2 fluor cs 1%, L3MBTL1 block 24%, HTT ATP protect -10%, Tau FP inhib -10%, RECQ1 inh -12%, Tau fluor counter -6%, TRb-SRC2 inh -5% and Tau ThT inhib inconclusive.
`Cn1ncc2c(Nc3cccc(F)c3)ncnc21` gave TR SRC2 fluor cs -6%, Tau FP inhib 1%, Tau fluor counter -11%, TRb-SRC2 inh 1% and Tau ThT inhib -5%.
For Cc1ccc([N+](=O)[O-])c(N)c1 the results were TR SRC2 fluor cs -2%, HTT ATP protect -6%, RECQ1 inh 5% and TRb-SRC2 inh 5%.
For CCOC(=O)N1CCN(C(=O)c2oc3ccc(S(=O)(=O)N4CC(C)CC(C)C4)cc3c2C)CC1 (configuration not stated) the results were TR SRC2 fluor cs 0%, L3MBTL1 block -5%, HTT ATP protect -13%, Tau FP inhib -9%, RECQ1 inh inactive, Tau fluor counter -7%, TRb-SRC2 inh -5% and Tau ThT inhib -11%.
`O=C(CSc1nnc2ccccn12)NCc1cccs1` gave TR SRC2 fluor cs -1%, L3MBTL1 block -28%, HTT ATP protect 11%, Tau FP inhib -1%, RECQ1 inh 7%, Tau fluor counter 7%, TRb-SRC2 inh 4% and Tau ThT inhib 2%.
For COc1ccc(CC(NC(C)=O)C(=O)NC2CCN(C(=O)NCc3ccccc3)CC2)cc1 (configuration not stated) the results were TR SRC2 fluor cs 0%, L3MBTL1 block 8%, HTT ATP protect 0%[10 µM], Tau FP inhib 9%, RECQ1 inh inactive, Tau fluor counter 5%, TRb-SRC2 inh 2% and Tau ThT inhib 4%.
For COc1ccc(/C=N/NC(=O)c2c(-c3ccccc3)noc2C)cc1 the results were TR SRC2 fluor cs 0%, L3MBTL1 block 23%, Tau FP inhib 2%, RECQ1 inh -4%, Tau fluor counter 1%, TRb-SRC2 inh -6% and Tau ThT inhib -1%.
`O=C(CN1CCCCC1)Nc1cccc(Cl)c1Cl` gave TR SRC2 fluor cs -3%, L3MBTL1 block -2%, HTT ATP protect 8%[0.074 µM], Tau FP inhib -3%, RECQ1 inh 0%, Tau fluor counter -9%, TRb-SRC2 inh -17% and Tau ThT inhib -12%.
`CCOC(=O)c1sc2nc(C)n(N)c(=O)c2c1C` gave TR SRC2 fluor cs 0%, L3MBTL1 block 6%, HTT ATP protect inconclusive, Tau FP inhib 2%, RECQ1 inh -7%, Tau fluor counter 5%, TRb-SRC2 inh 1% and Tau ThT inhib -5%.
